# From PubChem
# Mcl1-Noxa inh: Mcl-1/Noxa interaction inhibition; Q07820; TR-FRET Mcl-1/Noxa peptide binding, 2 h; inhibition, % at 21.7 µM; hit rate 1.5% among 220,000; AID 1022;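 active = compounds that cut the protein-peptide binding signal by more than 50% relative to plate controls in a single-dose test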;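 note: His-tagged Mcl-1 with rhodamine Noxa BH3 peptide and terbium anti-His antibody; 0% = Mcl-1 plus Noxa peptide wells and 100% = peptide-only wells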
# Target sequence (Q07820 whole entry, looked up): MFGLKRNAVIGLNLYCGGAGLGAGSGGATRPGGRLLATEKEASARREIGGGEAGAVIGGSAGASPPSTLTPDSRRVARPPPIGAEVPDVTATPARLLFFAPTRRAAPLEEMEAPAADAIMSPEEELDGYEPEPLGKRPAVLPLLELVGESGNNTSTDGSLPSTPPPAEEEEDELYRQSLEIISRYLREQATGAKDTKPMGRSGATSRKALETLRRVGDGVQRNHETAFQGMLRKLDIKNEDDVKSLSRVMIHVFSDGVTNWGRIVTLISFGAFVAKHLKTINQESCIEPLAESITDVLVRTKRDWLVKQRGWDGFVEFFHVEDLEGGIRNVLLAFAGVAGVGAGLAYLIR
# Rac1 act GTP bind: human Rac1 activated mutant GTP binding change; P63000; percent activity (GTP binding), % at 10 µM; hit rate 0.11% among 190,000; GST-Rac1 activated beads, fluorescent GTP binding, flow cytometry; actives lie on both sides; 100% means binding = to untreated wells;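 active = GTP binding at least 20 percentage points away from the 100% baseline, in either direction, so actives lie on both sides; inconclusive = Compound likely fluorescent itself, or too few beads counted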
# Cdc42 wt: modulators (inhibitors or activators) of GTP binding to human Cdc42 wildtype | GST-Cdc42 beads, Bodipy-GTP binding, flow cytometry; actives lie on both sides | percent activity (GTP binding), % at 10 µM | hit rate 0.2% among 190,000;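 active = percent activity GTP binding at least 20 points away from the 100% baseline, either down as inhibitor or up as activator; inconclusive = compound flagged as likely green fluorescent from well-wide comparison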;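 note: median bead fluorescence of bound Bodipy-FL-GTP at 100 nM; 0% = excess unlabeled GTP control and 100% = no compound control; below 100% means less GTP binding so inhibitor and above means activator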
# Target sequence (P60953 whole entry, looked up): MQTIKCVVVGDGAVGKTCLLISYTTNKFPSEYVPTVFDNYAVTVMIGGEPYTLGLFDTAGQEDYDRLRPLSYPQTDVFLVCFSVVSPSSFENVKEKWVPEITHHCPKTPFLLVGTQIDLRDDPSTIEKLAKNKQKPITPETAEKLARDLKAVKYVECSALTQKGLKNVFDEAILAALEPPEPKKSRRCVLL
# Mcl1-Bid inh: Mcl-1/Bid interaction inhibition; AID 1021; hit rate 0.97% among 220,000; inhibition, % at 21.7 µM; TR-FRET Mcl-1/Bid-Dy647 peptide binding, 1536-well;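 active = compounds that cut the binding signal by more than half at the single screening dose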;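 note: His-tagged Mcl-1 with europium anti-His antibody binding Bid BH3 peptide; 0% = Mcl-1 plus peptide wells and 100% = peptide-only wells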
# Rab2 wt GTP: changes GTP binding to wildtype dog Rab2A, up or down. P61105. GTP binding activity, % at 10 µM. GST-Rab2 wt beads, Bodipy-GTP binding, flow cytometry. hit rate 0.19% among 190,000. AID 760;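 active = GTP binding activity at least 20 points away from 100%, either lowered or raised; inconclusive = signal likely due to the compound's own green fluorescence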;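 note: 0% = beads with excess unlabeled GTP and 100% = no-compound control corrected for plate trend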
# GSH fluor: GSH bead compound fluorescence profile; AID 1776; fluorescence (KMESF) at 10 µM; GSH beads flow cytometry, compound fluorescence 488/530 nm; active compounds read high; hit rate 0.25% among 190,000; in the data active = fluorescence above about 89;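 note: glutathione beads carrying GST-tagged Bcl family fusion proteins plus one bare bead set; values are compound well signal with DMSO vehicle wells as background; inactives centre near 16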
# Rab7 wt modul: alters GTP binding to wildtype dog Rab7; GTP binding activity (percent of control), % at 10 µM; hit rate 0.055% among 190,000; GST-Rab7 beads, fluorescent GTP binding, flow cytometry; actives lie on both sides; untreated = 100%, excess cold GTP = 0%; AID 758;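 active = fluorescent GTP binding to Rab7 beads changed by at least 20 points from the 100% baseline, either direction, mostly lower; inconclusive = compound itself probably fluorescent, or too few beads counted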;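 note: median green fluorescence of bound Bodipy-FL-GTP per Rab7 bead population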
# Avidin fluor: avidin bead compound fluorescence profile; fluorescence (KMESF) at 10 µM; hit rate 0.38% among 220,000; Avidin beads, compound fluorescence 488/530 nm, flow cytometry; active compounds read high; AID 1775; in the data active = fluorescence above about 47; note: inactives centre near 10
# Rac1 wt modul: modulators of human Rac1 wildtype GTP binding; P63000; GST-Rac1 beads, fluorescent GTP binding, flow cytometry; actives lie on both sides; 0 = cold GTP competed, 100 = untreated; GTP binding activity (% of control), % at 10 µM; hit rate 0.27% among 190,000; AID 757;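 active = GTP binding activity at least 20 points away from the 100% control level, either lower or higher; inconclusive = compound flagged as likely green fluorescent, judged across all proteins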
# HRas wt GTP bind: modulators of GTP binding to human HRas wildtype | hit rate 0.14% among 190,000 | P01112 | AID 759 | GTP binding activity, % at 10 µM | GST-Ras wt beads, Bodipy-FL-GTP binding, flow cytometry; actives lie on both sides;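 active = GTP binding activity at least 20% away from the 100% baseline, either lowered as inhibitor or raised as activator; inconclusive = flagged as likely green fluorescent, judged across all proteins in the well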;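 note: 0% = unlabeled GTP competition control and 100% = no-compound control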
# Target sequence (P01112 whole entry, looked up): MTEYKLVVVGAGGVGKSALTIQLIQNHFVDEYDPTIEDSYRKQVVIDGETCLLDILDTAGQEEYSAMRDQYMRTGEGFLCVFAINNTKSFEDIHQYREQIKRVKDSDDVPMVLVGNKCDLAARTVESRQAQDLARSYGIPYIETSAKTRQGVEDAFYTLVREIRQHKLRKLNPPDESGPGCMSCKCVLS
# Pf gamet viab: kills late stage P. falciparum gametocytes. inhibition, % at 10.9 µM. hit rate 0.065% among 150,000. P. falciparum stage V gametocytes, ATP luminescence, 24 h;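 active = inhibition above the mean plus 3 SD of compounds within the control limits, set per campaign, cut at about 38% in these data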;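 note: 0% = DMSO wells and 100% = medium only without gametocytes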
# An asterisk follows results filed as active; ? = inconclusive; nt = not tested or not shown.
structure	Mcl1-Noxa inh	Rac1 act GTP bind	Cdc42 wt	Mcl1-Bid inh	Rab2 wt GTP	GSH fluor	Rab7 wt modul	Avidin fluor	Rac1 wt modul	HRas wt GTP bind	Pf gamet viab
Cc1noc(C)c1COc1cccc(C(=O)Nc2cccnc2)c1	2	95	95	-41	97	11	97	5	99	97	19
Nn1cc(-c2ccccc2)nc1SCC(=O)NC1CCS(=O)(=O)C1 (centres undefined)	-6	98	98	-40	98	36	97	14	104	100	nt
CCCc1cc(C(=O)O)c2ccccc2n1	17	95	99	8	93	48	88	7	97	96	nt
Cc1[nH]c2ccccc2c1C(=O)NS(=O)(=O)Nc1ccc(Cl)cc1	11	92	95	-1	97	14	95	7	97	94	7
COc1ccc(N2CCN(c3n[nH]c(N)n3)CC2)cc1	7	97	98	-40	96	10	93	6	99	99	1
CSc1nsc(SC)c1NC(=O)OCCc1ccccn1	0	99	102	-19	101	11	102	11	103	101	-6
COc1ccc(C(=O)N2CC3(CC(c4cccc([N+](=O)[O-])c4)=NO3)C[C@H]2C(=O)NCC(N)=O)cc1 (some centres undefined)	6	99	100	-2	98	8	97	10	101	99	-26
CC1=NN(c2ccccc2)C(=O)/C1=C/C=C/c1ccc(N(C)C)cc1	0	96	97	-25	92	16	86	10	91	89	12
O=C(O)c1cccc(NS(=O)(=O)c2ccc(C3CCCCC3)cc2)c1	-2	93	92	-22	96	11	97	11	94	94	nt
Cc1cccc(N(C(=O)C(F)(F)F)C(C(=O)NC2CCCCC2)c2cccs2)c1 (centres undefined)	10	98	101	-23	97	35	102	10	105	99	nt
O=C1/C(=C/c2c[nH]c3ccccc23)CCC/C1=C\c1c[nH]c2ccccc12	-4	99	98	-47	99	11	98	3	100	99	nt
CCOC(=O)/C(=C\c1cccnc1)C(=O)c1cc(C(C)=O)c(Nc2ccccc2)s1	42	96	100	11	101	7	105	11	103	101	nt
Cc1c(NC(=O)COC(=O)C2CC3C=CC2C3)c(=O)n(-c2ccccc2)n1C (centres undefined)	7	97	99	-34	96	28	96	13	99	97	nt
CCSc1nnc(NC(=O)c2cccc3ccccc23)s1	18	101	103	13	99	26	98	8	105	101	nt
CNC(=O)c1nc(C)n(-c2ccc([N+](=O)[O-])cc2)n1	3	96	98	-22	97	14	98	13	100	99	12
O=C(CSc1ccccn1)Nc1ccccc1F	9	99	99	-2	99	24	100	6	107	100	12
CCO[C@@H]1OC(C(=O)NCc2ccccc2)=C[C@H](c2ccc(C(F)(F)F)cc2)[C@H]1CCCO	-5	96	97	1	97	20	104	5	95	97	-2
CCOC(=O)c1c(NC(=O)Cc2cccs2)sc(C(=O)NC2CCCCC2)c1C	-27	98	101	-12	98	35	100	11	106	100	15
O=C(NCCCN1CCCC1=O)c1ccc2c(c1)OCO2	5	95	96	62*	98	13	94	18	95	98	nt
O=C(N/N=C/c1ccccc1[N+](=O)[O-])c1ccc(COc2ccccc2-c2ccccc2)cc1	13	97	97	6	96	15	97	21	100	96	nt
Cc1cccc(-n2c(N)cc(=O)nc2SCC(=O)NC2CCCCC2)c1	-7	100	102	-44	101	32	98	11	104	102	nt
Cc1ccccc1OCc1nc2ccccc2c(=O)n1/N=C/c1ccco1	1	98	102	7	98	20	97	nt	104	99	nt
CCCCc1c(O)nc(SCC(=O)c2ccccc2)[nH]c1=O	5	99	105	-14	103	49	102	15	107	104	nt
CCOC(=O)c1[nH]c2ccc(F)cc2c1NC(=O)CCN1CCSCC1	nt	95	96	nt	98	32	97	7	98	95	-4
Nn1c(SCC(=O)NC(=O)Nc2ccc3c(c2)OCCO3)nnc1C1CC1	7	96	96	0	96	12	94	19	94	93	-12
COc1cccc(NC(=O)C(=S)NC2CCCCC2)c1	24	95	97	-41	94	23	96	10	103	98	10
O=C(NCc1ccoc1)c1ccc(NC(=O)c2ccccc2Cl)cc1	19	96	95	-18	96	35	96	14	94	96	nt
O=C(NC1CCCCC1)C(Cc1ccccc1)N1C(=O)C2C3CCC(C3)C2C1=O (centres undefined)	0	?	?	3	?	21	?	31	?	?	nt
O=C(CCN1C(=O)COc2ccccc21)N1CCN(c2ccccn2)CC1	-7	98	101	-32	100	59	99	9	104	100	nt
COC(=O)C(C)Sc1ccc2nnc(-c3ccc(F)cc3)n2n1 (centres undefined)	-4	?	?	-37	?	21	?	18	?	?	nt

# Continued (two carried over from the part before).
structure	Mcl1-Noxa inh	Rac1 act GTP bind	Cdc42 wt	Mcl1-Bid inh	Rab2 wt GTP	GSH fluor	Rab7 wt modul	Avidin fluor	Rac1 wt modul	HRas wt GTP bind	Pf gamet viab
O=C(CCN1C(=O)COc2ccccc21)N1CCN(c2ccccn2)CC1	-7	98	101	-32	100	59	99	9	104	100	nt
COC(=O)C(C)Sc1ccc2nnc(-c3ccc(F)cc3)n2n1 (centres undefined)	-4	?	?	-37	?	21	?	18	?	?	nt
CCOC(=O)c1cnn(-c2nc(-c3ccccc3F)cs2)c1C(F)(F)F	-1	95	98	-6	99	13	94	29	96	97	nt
O=C(COc1ccc(S(=O)(=O)N2CCCC2)cc1)NCc1ccco1	9	101	100	1	101	70	103	4	107	102	nt
O=C(c1cc(COc2c(F)cccc2F)on1)N1CCC(c2ccncc2)CC1	2	93	95	-24	95	14	96	1	97	94	-6
CCc1ccc(CNCc2ccc(OCC(O)CN(C)Cc3ccccc3)cc2)nc1 (centres undefined)	-32	96	97	-40	100	10	106	3	98	98	-10
O=C1c2ccccc2C(=O)N1CCCc1nc2ccccc2c(=O)n1CCCn1ccnc1	-214	103	108	-81	105	10	99	36	107	105	nt
C/C(CCc1ccco1)=N\NC(=O)CNc1c(Br)cc(Br)cc1Br	11	94	97	-32	101	13	109	7	100	99	-7
Cc1[nH]c2ccccc2c1SCC(=O)N1CCC(C)CC1	6	94	100	-33	98	11	100	25	95	97	-12
COc1ccc(/C=N/O)cc1COc1ccc(NC(C)=O)cc1	35	96	95	-8	95	23	95	26	96	95	27
CCOC(=O)COc1c(OC)cc(Cl)cc1C1Nc2ccccc2C(=O)N1c1ccc(F)cc1 (centres undefined)	-11	96	97	-7	95	10	97	14	97	100	nt
Cc1ccccc1OCc1nnc2n1CC(C)S2 (centres undefined)	-2	98	98	-12	100	21	101	11	105	100	nt

# Other results
# Each structure is followed by: Mcl1-Noxa inh, Rac1 act GTP bind, Cdc42 wt, Mcl1-Bid inh, Rab2 wt GTP, GSH fluor, Rab7 wt modul, Avidin fluor, Rac1 wt modul, HRas wt GTP bind, Pf gamet viab
CC1(C)SC(=S)N(NC(=O)Nc2cccc3ccccc23)C1N(O)C(=O)Nc1ccccc1 (centres undefined)
    17, 101, 105, -16, 101, 12, 102, 6, 109, 103, -7
O=C(NNC(=S)NC(=O)c1ccccc1[N+](=O)[O-])c1ccccc1[N+](=O)[O-]
    -47, 101, 100, -169, 97, 4, 96, 8, 103, 98, nt
CCCOc1ccc(C2C(=O)N(C3CCCCC3)CC(=O)N2C2CC2)cc1OC (centres undefined)
    -20, 99, 100, -11, 98, 25, 98, 12, 98, 98, -35
O=C(Nc1cccc(S(=O)(=O)C(F)F)c1)c1ccc(S(=O)(=O)N2CCCCC2)cc1
    6, 99, 100, 11, 102, 15, 98, 10, 97, 101, 19
COc1cc(S(=O)(=O)N2CCN(Cc3ccc4c(c3)OCO4)CC2)c(C)cc1C
    -9, 97, 96, -6, 99, 20, 99, 4, 98, 98, nt
CC/S(C)=N/S(=O)(=O)c1ccc(C)cc1 (centres undefined)
    9, 100, 99, 12, 97, 9, 98, 3, 108, 102, -18
O=C(/C=C/c1cccc(Br)c1)N1CCN(c2cccc(C(F)(F)F)c2)CC1
    1, ?, ?, -11, ?, 18, ?, 2, ?, ?, -11
CCC(CC)NC(=O)Nc1ccc(F)c(Cl)c1
    -3, 93, 92, -25, 98, 12, 105, 6, 94, 97, 4
CCn1cc(-c2cc(C(=O)O)c3ccccc3n2)cn1
    10, 97, 97, -1, 99, 21, 95, 7, 98, 99, 16
Cc1ccc(F)cc1NC(=O)CN1CCN(c2ccccn2)CC1
    -4, 97, 97, -11, 98, 15, 97, 12, 98, 98, -11
CCOC(=O)N1CCN(C(=O)CN(c2ccc3c(c2)OCO3)S(C)(=O)=O)CC1
    11, 96, 101, -29, 98, 26, 96, 26, 100, 99, nt
O=C(Nc1ccccc1)Nc1nc(-c2ccc(F)cc2)cs1
    3, 102, 103, 7, 104, 21, 100, 17, 105, 104, nt
Cc1ccc(NC(=S)N(CCN(C)C)Cc2cccs2)cc1C
    3, 93, 98, -9, 93, 14, 89, 13, 94, 93, 1
COc1ccc(C(=O)C2CCCN(C(=O)COc3ccc(C(C)=O)cc3)C2)cc1F (centres undefined)
    -3, 98, 100, -32, 98, 11, 104, 8, 98, 98, 5
CCOc1ccc2nc(COC(=O)c3cccs3)c(C(=O)c3ccccc3)[n+]([O-])c2c1
    6, 99, 99, -57, 100, 15, 93, 18, 100, 99, -2
Cc1nn(C)c(C)c1/C=C(\C#N)C(N)=O
    1, 99, 98, -12, 98, 7, 100, 2, 101, 100, 4
N=c1c2cn[nH]c2nc(SCC(=O)c2ccc(Br)cc2)n1-c1ccc(Br)cc1
    -25, 98, 99, -4, 98, 12, 108, 7, 103, 98, 3
CSC(=Nc1ccccc1)C1=C(O)COC1=O
    14, 99, 99, 4, 96, 26, 101, 21, 102, 97, -1

# Records above printed as active in Mcl1-Bid inh:
compound | Mcl1-Noxa inh | Rac1 act GTP bind | Cdc42 wt | Mcl1-Bid inh | Rab2 wt GTP | GSH fluor | Rab7 wt modul | Avidin fluor | Rac1 wt modul | HRas wt GTP bind
O=C(NCCCN1CCCC1=O)c1ccc2c(c1)OCO2 | 5 | 95 | 96 | 62* | 98 | 13 | 94 | 18 | 95 | 98
